FLuc modulator = firefly luciferase modulation, counter-screen for miR-21 project; 360,000 tested, 6.9% active; purified FLuc, Km substrates, luminescence inhibition; Potency, µM (series often up to 57.5 µM), for inactives: at the top dose activity change, negative = inhibition, usual class: inhibitors; active = well fitted inhibition curve with a large enough effect; inconclusive = small, poorly fitted or top-dose-only effect;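 note: plate controls were vehicle for no effect and reference inhibitor for full effect; nearly all actives have a fitted effect of over 55% in size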
Target sequence (P08659 whole entry, looked up): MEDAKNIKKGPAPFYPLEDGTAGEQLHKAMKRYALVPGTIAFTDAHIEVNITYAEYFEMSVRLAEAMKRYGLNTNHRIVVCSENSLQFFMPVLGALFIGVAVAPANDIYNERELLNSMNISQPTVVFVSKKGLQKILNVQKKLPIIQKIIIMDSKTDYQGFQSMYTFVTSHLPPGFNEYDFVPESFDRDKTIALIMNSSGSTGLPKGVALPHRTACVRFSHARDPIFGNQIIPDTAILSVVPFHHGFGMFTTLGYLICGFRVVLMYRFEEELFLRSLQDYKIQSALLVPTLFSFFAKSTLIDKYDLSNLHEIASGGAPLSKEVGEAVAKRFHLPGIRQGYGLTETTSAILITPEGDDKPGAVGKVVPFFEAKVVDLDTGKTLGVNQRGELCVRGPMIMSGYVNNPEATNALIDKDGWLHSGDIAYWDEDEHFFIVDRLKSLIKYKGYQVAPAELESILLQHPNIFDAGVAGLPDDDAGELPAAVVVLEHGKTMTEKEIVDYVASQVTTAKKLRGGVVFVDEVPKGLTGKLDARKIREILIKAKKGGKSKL
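Purified P. pyralis luciferase, 10 nM final, with Km-level 10 uM D-luciferin and 10 uM ATP in 50 mM Tris acetate pH 7.5, 10 mM Mg acetate, 0.01% Tween-20, 0.05% BSA; 6-point qHTS titration about 60 µM downward; luminescence read.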
An asterisk follows results filed as active; u = inconclusive. Potency is the fitted concentration of half-maximal effect. Some of the compounds tested; count on the stated rates, not on these rows.

The first 3 entries, ahead of the listing:
SMILES | FLuc modulator
N#C/C(=C\c1ccc(-c2ccc(C(=O)O)cc2)o1)C(=O)Nc1ccccc1C(=O)O | 13.5µM*
COc1ccc(CNC(=O)c2cc(-c3ccc(Br)s3)nc3ccccc23)cc1 | -2.0%
CN(C)c1ccc(CNC(=O)c2cnc3sc(N4CCOCC4)nn3c2=O)cc1 | -4.5%

The list itself, from the first entry:
SMILES | FLuc modulator
N#C/C(=C\c1ccc(-c2ccc(C(=O)O)cc2)o1)C(=O)Nc1ccccc1C(=O)O | 13.5µM*
COc1ccc(CNC(=O)c2cc(-c3ccc(Br)s3)nc3ccccc23)cc1 | -2.0%
CN(C)c1ccc(CNC(=O)c2cnc3sc(N4CCOCC4)nn3c2=O)cc1 | -4.5%
O=C(NCc1ccc2c(c1)OCO2)c1ccc2c(c1)N(Cc1cccc(Cl)c1)C(=O)c1ccccc1S2=O (configuration not stated) | -2.2%
Cc1ccc(C)c(CN2C(=O)c3ccccc3Sc3ccc(C(=O)NC4CCCC4)cc32)c1 | -1.8%
COc1ccccc1-c1c(C)nn2c(C(F)(F)F)cc(-c3ccccc3)nc12 | -1.0%
CCc1ccc(CNC(=O)c2ccc(CS(=O)c3ccc(Br)cc3)o2)cc1 (configuration not stated) | -16.3%
Fc1ccc(-c2cc3ncc4c(n3n2)-c2cc(Cl)ccc2OC4)cc1 | -0.3%
CCOC(=O)CSc1nc2ccc(NC(=O)COc3ccccc3C)cc2s1 | u
Cc1ccc2nc(NC(=O)c3cc(=O)c4cc(C)c(C)cc4o3)sc2c1 | -7.8%
CC1=C(C#N)C(NC(=O)c2ccccc2)(C(F)(F)F)C(=O)N1 (configuration not stated) | -0.4%
CCc1ccc(CN(Cc2ccco2)C(=O)c2ccccc2Cl)cc1 | 0.2%

Next section:
SMILES | FLuc modulator
CCc1ccc(C(=O)c2cn(CC(=O)Nc3ccc(F)c(F)c3)c3cc(OC)c(OC)cc3c2=O)cc1 | -7.6%
Cc1cccc(C)c1OCCn1c(CCNC(=O)C2CCCCC2)nc2ccccc21 | -0.3%
CC(C)NC(=O)C1CCN(C(=O)c2cc3sccc3n2Cc2ccc(Cl)cc2)CC1 | 3.6%
COc1cc(Cl)c(NC(=O)CCS(=O)(=O)c2ccc3c(c2)NC(=O)CO3)c(OC)c1 | -0.5%
COc1cc(CN2CCc3nc(Nc4ccc5c(c4)OCCO5)ncc3C2)cc(OC)c1OC | 15.1µM*
Cn1c(=O)n(C)c2cc(N3CCOCC3)c(NS(=O)(=O)c3ccc(C(C)(C)C)cc3)cc21 | -1.4%
COc1ccc(C)cc1NC(=O)c1sc2nc(-c3ccc(F)cc3)cn2c1C | 2.6%
CCOc1ccc(-c2nc3c(c(SCC(=O)N4CCCCC4)n2)Cc2cccc(OC)c2O3)cc1 | 0.1%
CCOc1ccc(N(C)S(=O)(=O)c2c(C(=O)N3CCC(C)CC3)c(C)n(C)c2C)cc1 | -10.2%
COc1ccc(C)cc1NC(=O)CCS(=O)(=O)c1ccc2c(c1)CC(=O)N2C | -4.5%
O=C(CSc1nc2ccccc2n1Cc1cccc(F)c1)NCc1ccccc1 | -18.0%
Cc1ccc(Cn2c(C)c3cnn(CC(=O)N4CCN(c5ccc(F)cc5)CC4)c(=O)c3c2C)cc1 | u

Reformatted as labelled records: 3 of the compounds above
> CCOc1ccc(-c2nc3c(c(SCC(=O)N4CCCCC4)n2)Cc2cccc(OC)c2O3)cc1
  FLuc modulator = 0.1%

> CCOc1ccc(N(C)S(=O)(=O)c2c(C(=O)N3CCC(C)CC3)c(C)n(C)c2C)cc1
  FLuc modulator = -10.2%

> COc1ccc(C)cc1NC(=O)CCS(=O)(=O)c1ccc2c(c1)CC(=O)N2C
  FLuc modulator = -4.5%

Later entries.
SMILES | FLuc modulator
COc1ccc(-c2cn3nc(N4CCC(C(=O)Nc5cccc(C)c5C)CC4)sc3n2)cc1 | -1.4%
CSc1ccc(CNC(=O)C2CCN(c3nc4ccccc4nc3C(F)(F)F)CC2)cc1 | 1.0%
COc1ccc2c(c1)c1c(c(=O)n(-c3ccccc3)c(=O)n1CC(=O)Nc1ccc(C)c(C)c1)n2C | -4.0%
COc1ccc(-c2c(C)nn3c(-c4ccccc4)cc(-c4ccccc4)nc23)cc1 | -0.1%
COc1ccc(Cn2c(CNC(=O)Cc3ccc(OC)c(OC)c3)nc3cccnc32)cc1 | -0.9%
COc1cccc(CNC(=O)c2ccc3nc(CCc4ccccc4)oc3c2)c1OC | -16.3%
COc1ccc(CC(=O)N2CC(=O)Nc3ccc(Br)cc3C2c2ccc(F)cc2)cc1 (configuration not stated) | -4.4%
Cc1ccc(C)c(N2CCN(C(=O)c3cc(C)nc4c3c(C)nn4-c3cccc(F)c3)CC2)c1 | 0.9%
Cc1ccccc1-c1nc2scc(CCNC(=O)c3ccco3)n2n1 | -7.0%
COc1ccc(C)cc1NC(=O)C(=O)NCCc1sc(-c2cccc(C)c2)nc1C | 1.3%
Cc1cccc(Cn2cc(C(=O)Nc3ccc(F)c(C(F)(F)F)c3)ccc2=O)c1 | -3.1%
CCCc1nn2c(=O)cc(COc3ccc(/C=C(\C#N)C(=O)Nc4ccc(F)cc4)cc3)nc2s1 | 0.4%

Following part.
SMILES | FLuc modulator
CCc1cccc(C)c1NC(=O)Cn1c(=O)cc(C(F)(F)F)c2c(C)nn(C)c21 | -2.6%
CCN(CC)c1nc2c(S(=O)(=O)c3ccccc3)nnn2c2ccc(Cl)cc12 | -8.1%
O=C(NCc1ccccn1)c1nn(-c2ccccc2Cl)nc1CO | -3.4%
Cc1ccc(NC(=O)CN2C(=O)c3ccccc3Sc3ccc(C(=O)N4CCOCC4)cc32)cc1F | -3.7%
CCOC(=O)c1c(NC(=O)c2cc(=O)c3cc(C)cc(C)c3o2)sc(C)c1C | -1.8%
CC1CCN(C(=O)CSc2c3c(nc4ccc(Cl)cc24)CCCC3)CC1 | -12.3%
CCSc1ncc(Cl)c(C(=O)Nc2nc3ccc(S(C)(=O)=O)cc3s2)n1 | u
CCc1ccccc1NC(=O)c1ccc2nc(C(C)C)oc2c1 | -1.7%
CCCCCOC(=O)c1ccc(OC(=O)c2sc3ncn(Cc4cccc(F)c4)c(=O)c3c2C)cc1 | -0.7%
O=C(CSc1nnc(NC(=O)Nc2ccccc2)s1)Nc1cccc(F)c1 | 1.51µM*
COc1ccccc1CCNC(=O)C(=O)NCC(c1cccs1)S(=O)(=O)c1ccccc1 (configuration not stated) | -10.4%
Cc1ccccc1OCc1ccc(-c2nc(C#N)c(NCCCN(C)C)o2)o1 | 1.5%

(more compounds)
SMILES | FLuc modulator
CN(C)c1ccc(CNC(=O)C2CCCN(S(=O)(=O)c3ccc4c(ccn4C)c3)C2)cc1 (configuration not stated) | -0.2%
CCOC(=O)C1CCN(S(=O)(=O)c2cc(-c3onc(C)c3C)ccc2C)CC1 | -4.4%
COC(=O)c1sc2cccc(F)c2c1S(=O)(=O)N1CCN(c2cccc(C)c2)C(C)C1 (configuration not stated) | -3.1%
CCC(=O)N1CCc2cc(CNC(=O)Nc3cc(C)ccc3C)ccc21 | 4.5%
CCOc1ccc(C(=O)Nc2c(C(=O)N3CCN(c4ccccc4F)CC3)oc3ccccc23)cc1 | -11.1%
CCNc1nc(OC)nc(Oc2ccc(=O)[nH]n2)n1 | -5.5%
Cc1c(CNC2CCC(C)CC2)c(C(=O)O)c(C)n1Cc1ccccc1F (configuration not stated) | 0.4%
O=C(Nc1ccc2oc(-c3ccccc3F)nc2c1)c1ccccc1Cl | 3.38µM*
COc1ccc(Nc2ncnc3onc(C)c23)c(OC)c1 | 3.7%
CCC(=O)Nc1ccc(C)cc1-c1nc2ccccc2n(CC(=O)Nc2ccccc2Cl)c1=O | -6.6%
Cc1cccc(N2CCN(C(=O)CN3C(=O)COc4ccc(S(=O)(=O)N5CCCC5)cc43)CC2C)c1 (configuration not stated) | -5.5%
COC(=O)c1ccc(NC(=O)CN(Cc2ccccc2)S(=O)(=O)c2ccc(Cl)cc2)cc1 | -7.4%

Next section.
SMILES | FLuc modulator
Cc1cccc(CNC(=O)c2cnc3c(-c4cccc(C)c4)c(C)nn3c2C)c1 | -2.4%
CC(C)CCNC(=O)c1ccc(Cn2c(SCC(N)=O)nc3ccccc3c2=O)cc1 | -1.5%
CCOc1ccc(Sc2cc(C(=O)NC(C)CC)c3ccccc3n2)cc1 (configuration not stated) | -3.1%
Cc1cccn2c(=O)c(C(=O)NCc3ccc(F)cc3)c(O)nc12 | 1.2%
CCN(CCCNC(=O)CSc1cc(=O)n(C)c2ccccc12)c1ccccc1 | 6.2%
CCN(CC)S(=O)(=O)c1ccc2c(c1)c(=O)c(C(=O)N1CCN(c3cc(C)ccc3C)CC1)cn2C | -3.2%
Cn1cc(CNC(=O)c2cnn3c2NC(=C2CC2)C=C3C(F)F)cn1 | -0.1%
Cc1[nH]c2ccccc2c1C1(O)C(=O)N(Cc2ccc(Cl)cc2)c2ccccc21 (configuration not stated) | -14.0%
CCN(C(=O)Cn1nc(Cc2cccnc2)c2ccccc2c1=O)c1cc(C)ccc1C | -1.1%
CCC(=O)Nc1ccc(S(=O)(=O)NCc2cccn2Cc2cccc(C)c2)cc1 | -9.7%
CC1=C(C(=O)Nc2cccc(C(F)(F)F)c2)C2(CCCCCC2)OC1=O | -2.1%
CCOc1ccc(-c2cn3nc(CC(C)C)sc3n2)cc1 | 2.69µM*

Continued:
SMILES | FLuc modulator
CCCCCCC1CCC(C(=O)NC(C(=O)O)C(C)C)CC1 (configuration not stated) | u
COc1ccc(-c2nc3scc(CCNS(=O)(=O)c4cc(F)ccc4OC)n3n2)cc1OC | -15.7%
CCN(c1cccc(C)c1)S(=O)(=O)c1c(C)nc2sc(C)cn2c1=O | -5.3%
COc1cccc(CNC(=O)Cn2cc3c(n2)-c2c(oc(C(=O)N4CCOCC4)c2C)CC3)c1 | 0.2%
CN1CCc2c(sc3c2C(=O)NC(c2ccc(OC(=O)c4ccc(Cl)cc4)cc2)N3)C1 (configuration not stated) | -15.0%
COc1ccc(-n2c(Cc3ccccc3)nnc2SCc2nc(-c3cccs3)no2)cc1 | -17.5%
CCOc1ccccc1Nc1nc(-c2ccc(C)cc2)c(CC(=O)O)s1 | u
CCOc1ccccc1C(=O)N(Cc1cccs1)c1ccc(Cl)cc1 | -5.9%
O=C(CN1C(=O)CC(c2ccc(F)cc2)=Nc2ccccc21)NCc1ccccc1Cl | -6.2%
CCCCn1cc2c(c1-c1ccc(Br)cc1)c(=O)n(C)c(=O)n2C | 0.4%
O=C(NCc1ccc(F)cc1)c1ccc(NC(=O)N2CC3CCCN3c3ccccc32)cc1 (configuration not stated) | -12.0%
Cc1ccc(CNC(=O)C2CCCN(S(=O)(=O)c3cn(C)cn3)C2)cc1 (configuration not stated) | 1.9%

(next part)
SMILES | FLuc modulator
O=C(Nc1ccc2c(c1)CCCN2C(=O)c1cccs1)c1cccc(C(F)(F)F)c1 | -2.8%
Cc1ccc(NC(=O)CN2CCSc3ccc(S(=O)(=O)N4CCCC4)cc32)cc1 | 1.4%
COc1cccc(NC(=O)c2nnn(Cc3ccc(OC)c(Br)c3)c2N)c1 | -11.1%
COc1ccc2c(CNCc3cccs3)c(C(=O)O)n(Cc3ccc(F)cc3)c2c1 | -1.5%
Cc1nn(-c2ccccc2)c(OC(=O)C(C)C)c1Sc1ccccc1 | u
Cc1ccc(N2C(=O)CSC23C(=O)N(CC(=O)NCc2ccccc2)c2ccccc23)cc1C (configuration not stated) | -9.3%
CCCC12CN3CC(CCC)(CN(C1)C3c1c[nH]c3ccc(OC)cc13)C2=O (configuration not stated) | -1.9%
CCN1CCOC(=O)C1CC(=O)Nc1cccc(OC)c1 (configuration not stated) | 1.5%
Cc1ccc2oc3c(c(=O)c2c1)C(c1ccccc1F)N(c1ccccn1)C3=O (configuration not stated) | 0.7%
CS(=O)(=O)N(CC(=O)NCCSc1ccccc1)c1cc(C(F)(F)F)ccc1Cl | u
CC(NC(=O)c1ccc2c(c1)N(Cc1ccc(Cl)cc1)C(=O)c1ccccc1S2=O)c1ccccc1 (configuration not stated) | -3.4%
COc1ccc(-c2noc(-c3ccc(N4CCCC4)c([N+](=O)[O-])c3)n2)cc1 | u

The list continues.
SMILES | FLuc modulator
Cc1ccc(N2CCN(C(=O)Cc3c(C(=O)O)c(C)cn3C)CC2)c(C)c1 | -17.0%
Cc1nc2c(c(C)nn2-c2ccccc2)c(C)c1CCC(=O)NCCc1ccccc1 | -17.7%
Cc1ccc(-n2c(=O)c3c4c(sc3n(CC(=O)c3ccc(Cl)cc3)c2=O)CCC4)cc1C | -3.4%
O=C(Nc1nnc2n1CCS2)c1ccc(F)cc1F | 2.9%
O=C(Nc1cccc(Cl)c1)c1cc(-c2ccccc2)on1 | 1.51µM*
CCOC(=O)COc1ccc(C)cc1C(=O)c1ccn2nc(-c3ccc(Cl)cc3)cc2n1 | -3.8%
Cc1cccc(C(=O)Nc2nnc(S(=O)(=O)N(C)Cc3ccc(Cl)cc3)s2)c1 | u
Cc1ccc(Cl)cc1-n1ncc2c(N3CCCCCC3)ncnc21 | -13.2%
COCCCNC(=O)CCCn1c(=O)c2ccccc2n(CC(=O)Nc2ccc(C)cc2Cl)c1=O | -3.6%
Cc1ccc(-n2nc3c(N4CCC(C(=O)NC5CCC(C)CC5)CC4)nnc(C)c3c2C)cc1 (configuration not stated) | -5.0%
COc1ccc(CNC(=O)c2ccc(-c3nc(CSc4ccccc4)c(C)o3)cc2)cc1 | -1.2%
Cc1cccc(C(=O)Nc2ccccc2OCc2cc(=O)n3c(C)csc3n2)c1 | -0.4%

Bioassay records as filed in PubChem.
